# Source: PubChem BioAssay (National Center for Advancing Translational Sciences (NCATS))
# D2 antag – D2 dopamine receptor (human) antagonism | HEK293 TREx D2 cells, calcium flux, dopamine EC80 | hit rate 2% among 340,000 | P14416 | inhibition, % at 10 µM | AID 485344; in the data active = inhibition above about 30%; note: 0% is about no effect
#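 Compounds are added to dye-loaded, induced HEK293 T-REx cells coupled to calcium release via D2; after a 3 min kinetic read an EC80 dopamine stimulus is given and fluorescence is recorded for 3 more min.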
# IDH1 R132H inh – inhibitors of human mutant IDH1 R132H; O75874; IDH1-R132H enzyme, NADPH consumption, diaphorase/resazurin fluorescence; Potency, µM (titrated, usually from 76.6 µM), for inactives: at the top dose activity change, negative = inhibition, actives largely listed as inhibitors; hit rate 0.093% among 390,000; AID 602179; note: potency is the fitted concentration of half-maximal effect; % is set by controls: 0 for no effect and ±100 for the full control effect; nearly all actives have a fitted effect of over 65% in size
#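 IDH1-R132H (0.5 ug/mL) preincubated 30 min with compound, then NADPH (0.016 mM) and alpha-KG (2 mM) added; 80 min at RT, pH 7.5. Remaining NADPH coupled via diaphorase/resazurin to fluorescence (540/590 nm); concentration-response curves normalized to no-enzyme control.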
# TrxR1 substrate – is turned over as a substrate by rat TrxR1; O89049; purified TrxR1 substrate turnover, NADPH consumption readout; Potency, µM (highest dose often 114 µM), for inactives: at the highest dose activity change, negative = substrate turnover; hit rate 0.01% among 390,000; note: potency is the fitted concentration of half-maximal effect; % is set by controls: 0 for no effect and ±100 for the full control effect; nearly all actives have a fitted effect of over 50% in size
# Target sequence (O89049 whole entry, looked up): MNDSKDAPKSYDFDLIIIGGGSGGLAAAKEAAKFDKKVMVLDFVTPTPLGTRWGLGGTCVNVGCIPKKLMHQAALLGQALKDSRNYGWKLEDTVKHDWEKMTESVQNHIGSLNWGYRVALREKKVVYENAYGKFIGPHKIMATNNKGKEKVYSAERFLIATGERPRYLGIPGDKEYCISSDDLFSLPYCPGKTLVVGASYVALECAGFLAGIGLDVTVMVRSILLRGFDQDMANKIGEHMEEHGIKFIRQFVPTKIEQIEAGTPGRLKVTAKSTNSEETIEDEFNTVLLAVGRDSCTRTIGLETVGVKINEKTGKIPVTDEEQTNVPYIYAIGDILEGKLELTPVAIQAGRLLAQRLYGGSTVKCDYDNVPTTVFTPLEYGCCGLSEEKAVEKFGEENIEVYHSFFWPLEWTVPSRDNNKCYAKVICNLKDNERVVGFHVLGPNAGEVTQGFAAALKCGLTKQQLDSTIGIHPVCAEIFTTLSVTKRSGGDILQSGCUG
#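 Rat TrxR1, dispensed at 90 nM, was prereduced with 400 uM NADPH (final) for 5 min at ~22 deg C, then incubated with compound 15 min before 400 uM selenite. A first-read NADPH fluorescence drop versus no-compound background flagged substrates.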
# rTrxR1 inhibitor – inhibitors of rat thioredoxin reductase 1; O89049; recombinant rTrxR1, NADPH fluorescence consumption, selenite substrate; Potency, µM (doses to about 114 µM), for the others: top-dose activity change, negative = inhibition, most hits filed as inhibitors; hit rate 1% among 390,000; note: potency is the fitted concentration of half-maximal effect; % is set by controls: 0 for no effect and ±100 for the full control effect; nearly all actives have a fitted effect of over 65% in size
#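 Rat TrxR1 (90 nM in the dispensed reagent) was pre-reduced with 400 uM NADPH for 5 min at room temperature, then incubated with compound for 15 min. After 400 uM selenite was added, NADPH fluorescence (Ex 340/Em 450 nm) was followed for 8 min.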
# PI4K2A inh – blocks human PI4K2A kinase activity; Q9BTU6; purified PI4K2A, ADP-Glo luminescence, 1 h; active compounds read low; activity change, negative = inhibition, % at 76.9 µM; hit rate 0.13% among 420,000; in the data active = activity change below about -50%; inconclusive = mostly about -30% to -49%;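 note: -100% = wells without enzyme as full effect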
#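 ADP-Glo luminescence measured ADP generated by PI4K2A enzyme (4 ug/mL before mixing) with 1.2 mM PI substrate (pre-mix) and 300 microM ATP (pre-mix). Tris pH7.5 buffer with MgCl2, Triton X-100; 1 h reaction at ambient temperature.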
# USP1 inh – USP1/UAF1 (human) deubiquitinase inhibition | recombinant USP1/UAF1, Ub-Rhodamine cleavage fluorescence | Potency, µM (titrated, usually from 57.1 µM), for inactives: at the top dose activity change, negative = inhibition, actives largely listed as inhibitors | AID 743255 | O94782 | hit rate 0.23% among 390,000; note: potency is the fitted concentration of half-maximal effect; % is set by controls: 0 for no effect and ±100 for the full control effect; nearly all actives have a fitted effect of over 60% in size; inactives centre near -12
#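 USP1/UAF1 complex (1 nM) preincubated 15 min at room temperature with compound, then Ub-Rho substrate (150 nM final) added. Kinetic fluorescence at 480/540 nm over 6 reads at 60 s intervals; 50 mM HEPES pH 7.8, 0.5 mM EDTA, 0.1 mg/ml BSA, 1 mM TCEP, 0.01% Tween-20.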
# TRHR enhancer – TRH receptor (human) allosteric enhancement; enhancement, % at 2 µM; hit rate 0.66% among 360,000; P34981; TRHR cells, fluo-8 calcium fluorescence, EC20 TRH enhancement; in the data active = enhancement above about 30%; note: 0% is about no effect
# Target sequence (P34981 whole entry, looked up): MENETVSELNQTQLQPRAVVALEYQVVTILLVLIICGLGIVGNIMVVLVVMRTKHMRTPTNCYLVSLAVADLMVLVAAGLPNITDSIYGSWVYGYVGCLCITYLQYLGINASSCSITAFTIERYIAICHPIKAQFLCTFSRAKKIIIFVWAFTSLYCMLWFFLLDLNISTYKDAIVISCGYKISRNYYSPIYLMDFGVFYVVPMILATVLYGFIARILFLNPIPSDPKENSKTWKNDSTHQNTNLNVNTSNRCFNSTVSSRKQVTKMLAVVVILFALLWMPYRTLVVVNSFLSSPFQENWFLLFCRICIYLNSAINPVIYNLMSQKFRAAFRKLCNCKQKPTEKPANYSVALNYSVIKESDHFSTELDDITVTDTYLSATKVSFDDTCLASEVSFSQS
#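 TRHR-expressing cells loaded with fluo-8 calcium dye were read kinetically (ex 480/em 530) during compound addition, then stimulated with an EC20 of TRH (10 nM final). Enhancement of the Gq-mediated intracellular calcium response was scored.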
# D2 ag – agonists of human D2 dopamine receptor; activation, % at 2 µM; hit rate 0.53% among 340,000; HEK293 T-REx D2 cells, calcium flux agonist mode; P14416;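 active = activation over 3 SD above normal in the single-dose calcium agonist read, cut at about 30% in these data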; note: 0% is about no effect
#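 Agonism is scored from calcium flux in a force-coupled, inducible HEK293 cell line expressing D2, read kinetically for 180 s after compound addition against dopamine controls.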
# TRHR agonist – activates the human TRH receptor. P34981. TRHR cells, calcium flux fluo-8, FDSS agonist mode. activation, % at 2 µM. hit rate 0.18% among 360,000; in the data active = activation above about 30%; note: 0% is about no effect
#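 Fluo-8-loaded TRHR cells; 10 s baseline, compound added, kinetic Ca2+ fluorescence read 1/s, agonist mode.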
# An asterisk follows results filed as active; ? = inconclusive; · = not tested or not shown; [ ] = dose if it differs, or a comment. Unless noted, calls come from the whole dose curve; as a rule, active = well fitted inhibition curve with a large enough effect; inconclusive = small, poorly fitted or top-dose-only effect; inactive = no such curve, though single readings can be large or run the other way. Outcome played no part in choosing rows; about 3.9% have a hit in one of these screens.
SMILES,D2 antag,IDH1 R132H inh,TrxR1 substrate,rTrxR1 inhibitor,PI4K2A inh,USP1 inh,TRHR enhancer,D2 ag,TRHR agonist
CC(CN1CCCCCC1)C(=O)NN (stereo not given),10,10%,-3%,5%,2,-9%,3,0.5,0.4
C=CCNC(=O)CN1C2CCCC1CC(NC(=O)c1ccccc1C)C2 (stereo not given),-24,-1%,-3%,-11%,1,-13%,-7,-0.2,-1.5
O=Cc1cn(-c2ccccc2)nc1-c1cc2cc(O)ccc2oc1=O,-26,3%,28%,-9%,-22,-13%,3,0.7,0.6
CCC(C)[C@H](NC(=O)NCc1ccc(Cl)cc1)C(=O)OC (stereo not given in full),12,5%,-7%,-13%,2,-3%,3,0.3,0.2
COc1ccc(C/C(C)=N/NC(=S)Nc2ccccc2F)cc1,7,7%,5%[57.1 µM],-3%[57.1 µM],-1,-12%,-4,-1.2,-0.2
Cc1ccc(C(=O)CC2(O)C(=O)N(Cc3ccccc3F)c3ccccc32)cc1 (stereo not given),·,10%,-3%,3%,-2,-3%,-4,0.4,-1.3
Cc1ccccc1CNC1CCCCC1,8,3%,-6%,-8%,-6,3%,10,0.6,0.4
COc1ccc(C(=O)N2CCc3cc(OC)c(OC)cc3C2)cc1OC,·,3%,-5%,-16%,-1,-18%,5,·,0.1
O=C(NC12CC3CC(CC(C3)C1)C2)c1cccnc1Cl,·,0%,2%,?,1,-19%,15,·,0.2
c1ccc(-c2noc(CN3CCN(c4cnccn4)CC3)n2)cc1,-5,3%,8%[57.1 µM],16%[11.4 µM],-4,-24%,-7,0.1,0.6
CCSc1cc(N2CCCC2)nc(-c2ccccc2)n1,13,7%,1%,5%,3,-25%,0,-0.7,0.7
O=C1CS(=O)(=O)C2(C(=O)N(Cc3cccc(F)c3)c3ccccc32)N1c1ccccc1 (stereo not given),·,11%,-8%,22%,4,-23%,10,·,-0.6
Cn1cc(Cl)c(-c2n[nH]c(=S)n2C2CCCCC2)n1,7,5%,4%[57.1 µM],-27%[57.1 µM],-3,-13%,-1,-0.1,0.0
Cn1c(SCC(=O)NCc2ccco2)nnc1-c1cccs1,-3,9%,0%,0%,-2,-10%,-5,0.0,-0.8
COc1ccc(OC)c(CNC(=O)Cn2nc(C)c3nn(-c4ccc(Cl)cc4)c(C)c3c2=O)c1,·,11%,-2%[57.1 µM],13%[57.1 µM],1,?,-7,-0.7,-0.8
NNC(=O)C12CC3CC(C1)CC(n1ncnn1)(C3)C2,4,-7%,-12%,-8%,3,-5%,-1,-6.3,0.2
Cc1cc(OC(=O)c2c(Cl)cc(Cl)cc2Cl)nc(C)n1,·,9%,2%,-2%,-4,-20%,-2,-1.2,-0.8
COc1cc(OC)c(CN2CCN(c3ccc(F)cc3)CC2)cc1Br,30,5%,1%[57.1 µM],20%[57.1 µM],-9,-7%,4,-0.3,0.2
O=C(Nc1ccc(F)cc1)c1cccnc1N1CCCCC1,4,-2%,-2%,22%,-2,-2%,0,-0.3,-4.2
Cc1ccc(-c2cc(C(=O)Nc3ccccn3)c3ccccc3n2)o1,18,4%,15%[57.1 µM],-70%,-15,-12%,-7,-1.0,0.3
COc1ccc(NCc2ccc([N+](=O)[O-])s2)cc1,11,8%,-8%,-20%,-11,?,0,-0.9,0.0
Cc1nc(-c2coc3c(CN(C)C)c(O)ccc3c2=O)cs1,13,10%,124%[activator],-8%,5,-9%,1,1.3,0.4
COc1ccc(NC(=O)c2oc3ccc(S(=O)(=O)N4CCCCC4)cc3c2C)cc1,·,-12%,1%[57.1 µM],16%[57.1 µM],5,6%,-1,0.0,0.2
Cc1ccccc1C(=O)N=c1ccn(-c2nc3ccccc3nc2NS(=O)(=O)c2ccc(F)cc2)cc1,6,-17%,-5%,15%,7,-24%,-3,-0.2,12
O=C(Nc1ccc(Br)cc1)N1CCCCCC1,·,-2%,2%,7%,2,-10%,-8,·,-0.3
COc1cc(CCC(=O)OCC(=O)NC(=O)c2ccc(Cl)cc2)cc(OC)c1OC,2,-5%,0%[57.1 µM],3%[57.1 µM],-1,-19%,2,1.4,-0.8
COc1ccc(Nc2c(-c3cccc(O)c3)nc3cnccn23)cc1,·,-5%,0%,11%,6,?,-8,-1.3,-0.5
CCc1ccc(NC(=S)NC(=O)c2c(-c3ccccc3Cl)noc2C)cc1,2,1%,6%[57.1 µM],21%[57.1 µM],1,?,0,1.5,0.3
CC(C)(C)OC(=O)N1CCC(c2c(C(=O)N3CCN(c4ncccn4)CC3)cnn2-c2ccc(F)cc2F)CC1,·,-22%,-6%,-1%,3,?,-6,-0.2,0.4
CCc1cc2c(cc3c(=O)n(CC(=O)N4CCN(c5cccc(C)c5C)CC4)nc(CC)n32)s1,·,0%,4%,19%,-5,-25%,6,-0.2,-0.1
CCOC(=O)c1c(C)c(-c2ccccc2)n(CC(=O)NC2CCCCC2)c1C,·,10%,2%,-4%,3,-9%,7,-0.3,0.1
O=[N+]([O-])c1ccc(N/N=C/c2sc(N3CCOCC3)nc2-c2ccccc2)c(S(=O)(=O)Nc2ccccc2Cl)c1,16,-10%,-8%,1%,-3,-20%,-9,11,19
Cc1ccc(NC(=O)CCCSc2nc3ccccc3[nH]2)cc1,·,4%,5%[57.1 µM],13%[57.1 µM],5,-19%,4,·,-0.5
Cc1cc(NC(=O)CCC2CCCCC2)no1,0,-14%,7%[57.1 µM],-9%[57.1 µM],-1,4%,7,0.4,0.4
O=C(CSCc1c(F)cccc1Cl)NCCc1ccccc1,-7,5%,-2%,26%,1,2%,-4,2.2,0.4
Cc1ccc(C(=O)NCC(=O)OCC(=O)N2CC(C)OC(C)C2)cc1 (stereo not given),3,-2%,-11%,-3%,1,-5%,-2,0.5,0.7
CCOc1ccc(N2C(=O)CC(Sc3nc(CC(C)C)ccc3C#N)C2=O)cc1 (stereo not given),10,7%,1%[57.1 µM],5%[57.1 µM],0,-23%,9,0.1,0.9
CCOc1ccc(NC(=O)c2ccc(Br)o2)c([N+](=O)[O-])c1,6,-2%,1%,12%,7,-9%,-2,0.6,0.4
O=[N+]([O-])c1ccc(N=Nc2ncc[nH]2)cc1,21,-2%,-6%[57.1 µM],?,-10,7%,1,1.9,0.3
Cc1cccc(NC(=O)C2CCCN(S(=O)(=O)c3ccc4[nH]c(=O)ccc4c3)C2)c1 (stereo not given),13,17%,5%[57.1 µM],11%[57.1 µM],4,-5%,3,0.0,0.0
Cc1ccc(C(=O)NC2CCCCCC2)cc1S(=O)(=O)N1CCOCC1,11,-2%,-7%,-3%,-7,4%,-7,-0.2,-0.5
CCOc1ccccc1NC(=S)Nc1ccc(S(N)(=O)=O)cc1,2,-6%,0%,?,-1,-9%,2,0.6,0.0
CSc1ccc(NC(=O)N2CC=C(n3c(=O)[nH]c4ccccc43)CC2)cc1,2,-2%,-10%,-7%,0,-9%,1,-1.7,0.1
CCc1cccc2c(C(=O)C(NCCOC)c3ccccc3)c[nH]c12 (stereo not given),1,-2%,0%,6%,2,-8%,-3,1.8,3.0
CC(=O)NC1(c2nnnn2CCOC(=O)Nc2ccc(Cl)cc2)CCCCC1,·,7%,19%[57.1 µM],29%[57.1 µM],5,-1%,10,·,-0.2
COc1ccc(C(CC(=O)c2ccccc2)C2CCCCC2=O)cc1 (stereo not given),1,3%,-11%,-9%,5,-7%,-3,-0.2,0.5
CC(C(=O)c1ccccc1)C(O)c1ccccn1 (stereo not given),·,-1%,10%,23%,4,-5%,·,·,·

# Of the compounds above, these contain an aryl methoxy group:
SMILES,D2 antag,IDH1 R132H inh,TrxR1 substrate,rTrxR1 inhibitor,PI4K2A inh,USP1 inh,TRHR enhancer,D2 ag,TRHR agonist
COc1ccc(C/C(C)=N/NC(=S)Nc2ccccc2F)cc1,7,7%,5%[57.1 µM],-3%[57.1 µM],-1,-12%,-4,-1.2,-0.2
COc1ccc(C(=O)N2CCc3cc(OC)c(OC)cc3C2)cc1OC,·,3%,-5%,-16%,-1,-18%,5,·,0.1
COc1ccc(OC)c(CNC(=O)Cn2nc(C)c3nn(-c4ccc(Cl)cc4)c(C)c3c2=O)c1,·,11%,-2%[57.1 µM],13%[57.1 µM],1,?,-7,-0.7,-0.8
COc1cc(OC)c(CN2CCN(c3ccc(F)cc3)CC2)cc1Br,30,5%,1%[57.1 µM],20%[57.1 µM],-9,-7%,4,-0.3,0.2
COc1ccc(NCc2ccc([N+](=O)[O-])s2)cc1,11,8%,-8%,-20%,-11,?,0,-0.9,0.0
COc1ccc(NC(=O)c2oc3ccc(S(=O)(=O)N4CCCCC4)cc3c2C)cc1,·,-12%,1%[57.1 µM],16%[57.1 µM],5,6%,-1,0.0,0.2
COc1cc(CCC(=O)OCC(=O)NC(=O)c2ccc(Cl)cc2)cc(OC)c1OC,2,-5%,0%[57.1 µM],3%[57.1 µM],-1,-19%,2,1.4,-0.8
COc1ccc(Nc2c(-c3cccc(O)c3)nc3cnccn23)cc1,·,-5%,0%,11%,6,?,-8,-1.3,-0.5
COc1ccc(C(CC(=O)c2ccccc2)C2CCCCC2=O)cc1 (stereo not given),1,3%,-11%,-9%,5,-7%,-3,-0.2,0.5
